Kir21 block = inhibitors of mouse Kir2.1 inward-rectifier potassium channel; HEK293-Kir2.1, FluxOR thallium flux fluorescence; hits give low values; B-score at 10 µM; 0.85% of 310,000 active; Inward rectifier potassium channel 2 (Mus musculus), P35561;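 active means fluorescence ratio B-score at or below minus 3 SD of library scores, with starting-brightness B-score within 2 SD, cut at about -4.2 in these data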;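 further: channel flux triggered by added potassium and thallium sulfate stimulus; B-score of peak minus minimum fluorescence over baseline after thallium stimulus; more negative B-score means stronger Kir2.1 block with less thallium influx; some compounds called inactive have numbers as strong as hits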
KCNQ2 block = KCNQ2 potassium channel inhibitors, primary screen, cell-based, CHO-K1, FluxOR thallium flux, B-score (AID 2156) | 20 min; hits give low values | 1.1% of 310,000 active | Potassium voltage-gated channel subfamily KQT member 2 (Rattus norvegicus), O88943 | B-score at 10 µM;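 active means fluorescence ratio B-score at most minus 3 library SDs, with starting brightness B-score within 2 library SDs, cut at about -5.5 in these data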
Target sequence (O88943 whole entry, looked up): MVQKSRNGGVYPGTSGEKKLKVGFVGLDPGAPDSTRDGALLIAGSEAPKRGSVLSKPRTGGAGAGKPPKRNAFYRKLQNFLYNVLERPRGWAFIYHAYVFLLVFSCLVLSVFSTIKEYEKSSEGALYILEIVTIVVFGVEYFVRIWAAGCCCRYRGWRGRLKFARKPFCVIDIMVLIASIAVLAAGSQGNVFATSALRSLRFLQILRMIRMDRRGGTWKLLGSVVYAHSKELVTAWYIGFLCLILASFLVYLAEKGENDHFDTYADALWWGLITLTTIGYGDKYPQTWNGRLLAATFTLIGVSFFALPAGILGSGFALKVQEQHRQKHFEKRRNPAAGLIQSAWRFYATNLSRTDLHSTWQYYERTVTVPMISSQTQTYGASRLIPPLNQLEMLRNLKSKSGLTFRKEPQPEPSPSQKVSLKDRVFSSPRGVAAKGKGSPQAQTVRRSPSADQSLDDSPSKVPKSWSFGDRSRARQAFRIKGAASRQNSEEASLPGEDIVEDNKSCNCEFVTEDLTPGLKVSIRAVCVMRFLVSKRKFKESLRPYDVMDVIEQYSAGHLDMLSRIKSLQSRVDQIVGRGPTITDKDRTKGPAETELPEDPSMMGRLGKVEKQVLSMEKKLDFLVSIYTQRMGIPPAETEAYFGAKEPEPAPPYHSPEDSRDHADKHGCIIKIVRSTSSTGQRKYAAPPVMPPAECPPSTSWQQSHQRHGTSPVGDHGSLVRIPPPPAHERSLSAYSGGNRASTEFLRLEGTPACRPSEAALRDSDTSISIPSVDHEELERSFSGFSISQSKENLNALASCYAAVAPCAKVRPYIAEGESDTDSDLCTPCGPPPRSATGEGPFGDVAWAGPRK
* hit, by the source's call; i = inactive.

The line under a structure holds: Kir21 block	KCNQ2 block
CN1CCN(C2=Cc3ccc(Cl)cc3Sc3ccc(F)cc32)CC1
 : -0.5	i
N#Cc1ccccc1NC(=O)C1SC(=Nc2ccccc2)C(C(=O)Nc2ccc(Cl)cc2)=C1N (stereo not given)
 : 0.93	i
O=C(CSc1cccc[n+]1[O-])c1cccs1
 : 0.29	i
CCOC(=O)c1nn2c(C(F)(F)F)cc(-c3ccc(OC)cc3)nc2c1Br
 : -1	i
O=C(CNC(=O)c1ccc2ccccc2c1)OCC(=O)N1CCN(S(=O)(=O)c2ccc3ccccc3c2)CC1
 : 0.89	i
COc1ccc(NC(=O)NCCc2c[nH]c3ccccc23)c(OC)c1
 : -2.7	i
O=C(NC1CCN(C(=S)NCc2ccco2)CC1)c1ccc(F)cc1
 : -1.5	i
Cn1c(N2CCN(C(=O)Nc3ccc(C(F)(F)F)cc3)CC2)nc2ccccc21
 : 0.48	i
Cc1ccccc1OCC(O)Cn1c(N2CCN(c3ccccc3)CC2)nc2c1c(=O)[nH]c(=O)n2C (stereo not given)
 : 0.27	i
COC(=O)c1c(S(C)(=O)=O)nc(-c2ccccc2)[nH]c1=O
 : 0.16	i
O=c1c2cn(Cc3ccccc3)c3ccccc3c-2nn1Cc1ccc(F)cc1Cl
 : 1.9	i
N=c1n(CCN2CCCCC2)c2ccccc2n1CC(O)COc1ccccc1 (stereo not given)
 : -3.2	i
CCOC(=O)N1CCN(C(=O)c2cn(CC)c3ccc(S(=O)(=O)N4CCCC4)cc3c2=O)CC1
 : 0.54	i
Cc1ccc(O)c(Nc2ncnc3ccccc23)c1
 : 1.4	i
Cc1ccc(N2CCN(S(=O)(=O)c3ccc4oc(=O)ccc4c3)CC2)cc1Cl
 : 0.4	i
CC(C)CNC(=S)NNC(=O)c1csc2ccccc12
 : 1.3	i
O=C(Nc1cccc(-c2ccc3nncn3n2)c1)C(F)(F)F
 : 0.3	i
COc1ccc(CN2CCNC(=O)C2CC(=O)NC2CCCCCC2)c(F)c1 (stereo not given)
 : 0.23	i
CCn1c(SCC(=O)c2ccc(O)c(O)c2)nnc1-c1ccc(C)cc1
 : -0.09	i
Cc1ccc(C(=O)NCC(=O)Nc2ccc3c(c2)OCCO3)cc1
 : 0.46	i
O=C(CN1CCN(c2ccccc2)CC1)Nc1ccc2c(c1)OCCO2
 : -2	i
COc1cccc(C2=NOC(C(=O)NCc3ccco3)C2)c1 (stereo not given)
 : 3.3	i
C=CCNC(=O)c1ccc([N+](=O)[O-])c(Cl)c1
 : 1.8	i
C=CCn1c(SCn2nnc3ccccc3c2=O)nnc1-c1ccc(Br)cc1
 : -0.02	i
O=C(CCN1C(=O)/C(=C/c2ccccc2)SC1=S)N1CCCCCC1
 : -0.29	i
CCOC(=O)N1CCN(C(=O)C2CCC(CNS(=O)(=O)c3ccc(Cl)cc3)CC2)CC1 (stereo not given)
 : 0.13	i
CCOC(=O)N1CCC(=NNC(=O)COc2cccc(C)c2)CC1
 : 1.4	i
CC1CC(C)(C)NC(=S)N1CCCC(=O)Nc1ccc(Cl)cc1 (stereo not given)
 : -1.2	i
CCOC(=O)C1C(=O)C=C(c2ccc(OC)cc2)CC1c1ccco1 (stereo not given)
 : -0.5	i
CC(=O)Nc1ccc(C(=O)NCC(=O)OCc2c(F)cccc2Cl)cc1
 : 0.7	i
CSc1ccccc1C(=O)C1CCCN(Cc2cnn(-c3ccccc3)c2)C1 (stereo not given)
 : -3.5	i
COCCN1CCN(c2cc(-c3ccccc3)nc3cc(-c4cccc(F)c4)nn23)CC1
 : -0.56	i
CC(C)Cn1c(N)cc(=O)n(C)c1=O
 : 1.7	i
CCCCNC(=O)Nc1ccccc1CC
 : -0.17	i
CSc1ccccc1OCc1cc(C(=O)NC(C)CCn2cccn2)no1 (stereo not given)
 : 0.49	i
C/C(CC(=O)Nc1ccccc1F)=N\NC(=O)Cc1ccc(Cl)cc1
 : -0.77	i
CCOc1ccccc1CNC(=O)C1CCN(c2nc3ccccc3o2)CC1
 : 0.02	i
Cc1cc(C)n(-c2ccc(C(=O)OCC(=O)NCc3ccco3)cc2)n1
 : -0.7	i
Cc1ccc(CNC(=O)CCc2c(C)nc3ncnn3c2C)cc1
 : -0.57	i
CCOc1nc(NC(=O)NS(=O)(=O)c2cccc(Cl)c2)nc(-c2ccccc2)n1
 : 1.2	i
O=C(Nc1ccc2c(c1)C(=O)OC2)c1ccc(Cl)cc1
 : -1.5	i
CN(Cc1nccs1)C(=O)c1cc(COc2cccc3cnccc23)on1
 : -1.4	i
Nc1c(C(=O)Nc2ccccc2F)sc2nc(Cc3ccccc3)cc(C(F)(F)F)c12
 : -2.4	i
COC(=O)CCC(=O)OC1(C)C(=O)C=C2C=C(C3CC3)N(C(CO)CO)C=C2C1=O (stereo not given)
 : 1.1	i
Cn1c(=O)c2c(ncn2CC(=O)Nc2cccc(S(=O)(=O)Nc3ccccc3F)c2)n(C)c1=O
 : -0.13	i
CCOc1ccc(C(=O)N(Cc2ccc(OC)cc2)Cc2cc3cc(OC)ccc3[nH]c2=O)cc1
 : -0.36	i
O=C(Cc1ccc(Cl)c(Cl)c1)NNC(=S)NCC1CCCO1 (stereo not given)
 : -0.5	i
CCCn1c(SCC(=O)Nc2cccc(C)n2)nc2c1c(=O)n(C)c(=O)n2C
 : 0.94	i
COC(=O)CC(c1ccc(OC)c(OC)c1)c1ccc(OC)c(OC)c1
 : 0.84	i
CC(=O)c1sc(NCc2ccc(C)cc2)nc1C
 : -1.3	i

(listing goes on)
The line under a structure holds: Kir21 block	KCNQ2 block
Cn1c(O)c(N=Nc2ccc(F)cc2)c2ccccc21
 : -0.02	i
COC(=O)CCC(=O)OC1(C)C(=O)C=C2C=C(C3CC3)N(C3CCCCC3)C=C2C1=O (stereo not given)
 : -0.02	i
CCOC(=O)c1[nH]c2ccc(OC)cc2c1NC(=O)CN1CCC2(CC1)OCCO2
 : 0.41	i
OCC1(CCc2ccccc2)CCN(Cc2c(F)ccc(F)c2F)CC1
 : -0.78	i
O=C(NCCN1CCc2ccccc2C1)C1CCN(S(=O)(=O)N2CCC3(CC2)OCCO3)CC1
 : 0.08	i
Cc1ccc(C)c(N2CCN(S(=O)(=O)c3ccc(-c4cc(C)no4)s3)CC2)c1
 : 0.51	i
C/C(NC(=O)c1cccs1)=C1\C(=O)C[C@@H]2[C@H]1C2(C)C
 : 0.59	i
O=C(CN1C(=O)/C(=C/c2ccccc2F)Oc2ccccc21)N1CCN(c2ccccn2)CC1
 : -1.2	i
Cc1cc(C)c2c(c1)/C(=N/NS(=O)(=O)c1ccc(Br)cc1)CCC2
 : 2.1	i
CCSc1nnc(-c2cnn(-c3ccccc3)c2-n2cccc2)n1C
 : 0.29	i
CCC1CCCCN1C(=O)c1ccc(OC2CCN(C(=O)COC)CC2)cc1 (stereo not given)
 : 0.83	i
O=C(Nc1ccc(F)cc1)Nc1cc(S(=O)(=O)N2CCOCC2)ccc1N1CCCC1
 : 0.42	i
O=C(CNC1CCCC1)Nc1cc(Cl)ccc1[N+](=O)[O-]
 : -1.8	i
Cn1c(C(=O)NC2CCCCC2)cc2c(=O)n3ccccc3nc21
 : -0.04	i
O=C(NCc1ccco1)c1ccc(-c2cccc(Cl)c2)o1
 : 0.62	i
O=C(CCCCCN1C(=O)CCC1=O)Nc1ccc2c(c1)OCCO2
 : 0.25	i
O=C(NC1CCCCC1)C(c1ccccc1F)N(C(=O)c1csnn1)C1CCCC1 (stereo not given)
 : 1.5	i
Cn1c(=O)[nH]c(=O)c2c1nc(SCC(N)=O)n2Cc1cccc(Br)c1
 : 1	i
S=c1nc(-c2ccc(Br)cc2)oc2c1CCCC2
 : 0.55	i
COc1ccc(OC)c(N(CC(=O)NCCSCc2ccco2)S(=O)(=O)c2ccccc2)c1
 : -1.2	i
CCNC(=S)NNC(=O)c1cc(-c2cccc(OCC)c2)nc2ccccc12
 : 0.84	i
Cc1ccc(-c2noc(CN(C)C(=O)c3ccoc3C)n2)cc1
 : -0.85	i
CCc1ccc(NS(=O)(=O)c2cccc3nsnc23)cc1
 : -1.6	i
CCOc1ccc(C(=O)NCC(=O)OCc2cc([N+](=O)[O-])cc3c2OCOC3)cc1OCC
 : -1.5	i
CC(=O)NC(CCS(C)(=O)=O)C(=O)Nc1cc(Cl)ccc1Cl (stereo not given)
 : 1.6	i
C=Cc1ccc(C(=O)N2CCCC(CCC(=O)N3CCN(c4ccccn4)CC3)C2)cc1 (stereo not given)
 : 0.02	i
CC1(C)C[C@H](O)[C@@]23C[C@@H](OC2=O)[C@]2(C)C(=CCC4[C@@]5(C)CC[C@H](O)C(C)(C)C5CC[C@]42C)[C@@H]3C1 (stereo not given in full)
 : 0.48	i
O=Nc1c2nc3ccccc3n(O)c-2c2ccccc12
 : -0.21	i
COc1ccc(NC(=O)COC(=O)c2c(-c3ccccc3)noc2C)cc1
 : 0.29	i
O=c1[nH][nH]c(-c2ccccc2)c1C=Nc1ccc(Cl)cc1
 : 1.4	i
Cc1cccc(NC(=O)CSc2nc3nc(C)cc(C)c3c(=O)[nH]2)c1
 : -0.4	i
COC(=O)c1cc(NC(=O)c2cccc([N+](=O)[O-])c2C)ccc1Cl
 : -0.33	i
COc1ccc(NC(=O)CCn2cc(C)c3ccccc32)cc1
 : 0.21	i
COc1ccc(S(=O)(=O)NCC2CCCN(C(=O)c3cccnc3)C2)cc1 (stereo not given)
 : -0.75	i
Cc1ccccc1-n1c(SCC(=O)c2c(N)n(C)c(=O)n(C)c2=O)nnc1-c1cccnc1
 : 1.6	i
Cc1ccc2c(c1)sc1ncc(NC(=O)c3ccc(F)cc3)c(=O)n12
 : -0.14	i
Cc1cc(-c2onc(C)c2C(N)=O)no1
 : 0.69	i
CCc1ccc2c(c1)cc(CN(C(=S)Nc1cccc(C)c1)C1CC1)c1nnnn12
 : 0.23	i
O=C(NCc1cccnc1)c1ccc(S(=O)(=O)N2CCCCC2)cc1
 : 0.08	i
O=C(/C=N/O)NCCN1CCCCC1
 : -1.3	i
Cc1c(CC(=O)NCC(=O)NCC(=O)O)c(=O)oc2cc3oc4c(c3cc12)CCCC4
 : 0.4	i
CCc1ccc(Nc2cnn(-c3nc4ccccc4s3)c(=O)c2Cl)cc1
 : -0.27	i
CCc1cc2c(=O)c(-c3nc4ccccc4n3C)c(C)oc2c(CN2CCOCC2)c1O
 : 0.53	i
CS(=O)(=O)Nc1cccc(C2=NN(C(=O)c3cccc([N+](=O)[O-])c3)C(c3cccs3)C2)c1 (stereo not given)
 : -3.9	i
CCOC(=O)c1cnc(SCC(=O)c2ccc(Cl)cc2)nc1N
 : -0.25	i
COc1cccc(/C=N/Nc2ccc(Cl)nn2)c1
 : 0.02	i
CC(CCc1ccccc1)NC(=O)Cn1cccc1C(=O)c1ccccc1 (stereo not given)
 : 0.02	i
Cc1ccc(CN2CCN(CC(=O)O)C2=O)cc1
 : -0.7	i
COc1ccccc1NC(=O)c1cc(C(=O)Nc2ccccc2OC)cc([N+](=O)[O-])c1
 : 0.43	i
COc1ccc(Cl)cc1CSc1ncn[nH]1
 : -2.6	i

Reformatted with values ahead of the structure: 6 of the compounds above.
Kir21 block | KCNQ2 block | SMILES
0.02 | i | COc1cccc(/C=N/Nc2ccc(Cl)nn2)c1
-2.6 | i | COc1ccc(Cl)cc1CSc1ncn[nH]1
0.43 | i | COc1ccccc1NC(=O)c1cc(C(=O)Nc2ccccc2OC)cc([N+](=O)[O-])c1
0.02 | i | CC(CCc1ccccc1)NC(=O)Cn1cccc1C(=O)c1ccccc1 (stereo not given)
-3.9 | i | CS(=O)(=O)Nc1cccc(C2=NN(C(=O)c3cccc([N+](=O)[O-])c3)C(c3cccs3)C2)c1 (stereo not given)
0.53 | i | CCc1cc2c(=O)c(-c3nc4ccccc4n3C)c(C)oc2c(CN2CCOCC2)c1O

The list goes on.
The line under a structure holds: Kir21 block	KCNQ2 block
CN(C(=O)COc1cccc(Br)c1)C1CCS(=O)(=O)C1 (stereo not given)
 : 1.3	i
COc1ccc(N(CC(=O)Nc2ccc3c(c2)OCO3)S(=O)(=O)c2ccc(C)cc2)cc1OC
 : 0.82	i
COc1ccccc1OCC(=O)Nc1c2c(nn1-c1ccc(F)cc1)CS(=O)(=O)C2
 : 0.62	i
Cc1ccccc1-n1nc2c(c1NC(=O)c1cccs1)CS(=O)(=O)C2
 : -0.11	i
Cc1[nH]c2ccccc2c1CN1CCC(CO)(Cc2ccccc2)CC1
 : 0.73	i
CN(C(=O)C1CCCO1)C1CCS(=O)(=O)C1 (stereo not given)
 : 1.4	i
O=C(Nc1ccc(Cl)cc1)Nc1ccc(N2CCC(C(F)(F)F)CC2)nc1
 : 0.08	i
FC(F)(F)c1cccc(NC(=S)N(CCCN2CCCC2)Cc2cccn2Cc2ccc(Cl)cc2)c1
 : 0.75	i
Cc1sc(NC(=O)Cn2[nH]c(=O)c3ccccc3c2=O)nc1-c1ccccc1
 : -0.75	i
O=C(Nc1ncccn1)C1CCCN1S(=O)(=O)c1ccc(Cl)c(Cl)c1 (stereo not given)
 : 0.29	i
Cc1cc(C)c(C)c(S(=O)(=O)ON2C(=O)c3ccccc3C2=O)c1C
 : 1.2	i
O=S(=O)(NCc1ccco1)c1ccccc1Br
 : -0.65	i
CCOc1ccccc1N1CCN(c2ncnc3scc(-c4ccc(OC)cc4)c23)CC1
 : -1.8	i
Cn1c(N2CCOCC2)cc(=O)n(C)c1=O
 : -0.27	i
COc1cc(/C=C(\NC(C)=O)C(=O)N2CCCCC2)ccc1OC(C)=O
 : 0.92	i
CCOCCCNC(=O)C1CCCN1S(=O)(=O)c1ccc(Cl)cc1 (stereo not given)
 : -0.45	i
O=S(=O)(Nc1c(O)ccc2ccccc12)c1ccc(F)cc1
 : -0.15	i
Cn1c(NNC(=O)CCC2CCCCC2)cc(=O)n(C)c1=O
 : 0	i

Screens: PubChem, Johns Hopkins Ion Channel Center

This is a random part of the collection. Share with any hit: about 1.9%.
